Screens deposited in PubChem BioAssay by several laboratories.
MOR-DOR ag = agonists of human mu-delta opioid receptor heterodimerization; actives 0.3% (n = 340,000); activation, % at 9.3 µM; cells, OPRM1-OPRD1 heterodimerization, luminescence; P35372+P41143; in the data active = activation above about 18%;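 also: 0% = vehicle-treated cells and 100% = reference agonist; values of inactives mirror those of a sister screen read the other way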
PKA-R2B activ = activates the human PKA-R2B holoenzyme complex | P22694+P31323 | PKA-R2B holoenzyme dissociation, Cy5-IP20 fluorescence polarization; R2B truncated from residue 108, S112A mutant; 0% DMSO only, 100% 113 µM cGMP | activation, % at 11.4 µM | actives 0.079% (n = 340,000);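 active = activation above a cutoff set at the mean over all compounds plus 3 SD, cut at about 18% in these data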;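 also: higher means more holoenzyme dissociation and a rise in polarization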
PKA-R1A act = PKA-R1A complex activation; PKA-R1A dissociation, Cy5-IP20 fluorescence polarization; scaled: DMSO 0%, 113 µM cGMP 100%; activation, % at 11.4 µM; actives 0.083% (n = 340,000);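 active = percent activation above the mean of all tested compounds plus 3 SD, cut at about 19% in these data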;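 also: higher means more PKAc released from R1A so a rise in polarization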
HTR5A ag = counter-screen for OPRM1-OPRD1 agonists: human HTR5A agonism. AID 504692. P47898. activation, % at 9.3 µM. HTR5A agonist assay, luminescence, cell-based. actives 0.61% (n = 340,000); in the data active = activation mostly above about 9.5%, no sharp cut-off; inactive = mostly below about 7.6%;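 also: 0% = cells with vehicle only and 100% = reference agonist; strong numbers were not always called active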
Arr AP2 block = inhibitors of human beta-arrestin and AP2 interaction; FITC-arrestin peptide / GST-AP2 beads, flow cytometry; AP2 beta2 appendage carries R879A mutation; inhibition, % at 10 µM; actives 0.31% (n = 340,000);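 active = inhibition above a set limit, near 3 SD of compounds lacking own fluorescence, cut at about 54% in these data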;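 also: plate controls were DMSO wells for no effect and 5 µM unlabelled arrestin peptide for full effect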
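system = GST-tagged AP2 beta2-adaptin appendage (R879A) on 4 µm glutathione beads | reagent = FITC-labelled arrestin peptide probe, 50 nM final | schedule = compound with beads 12 min RT, then probe 1 h RT | signal = HyperCyt-sampled flow cytometry, FL1 channel, ex 488/em 535 nm | read-out = percent response from loss of bead-bound FITC fluorescence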
HTR5A inv ag = HTR5A inverse agonism, opioid heterodimer counter-screen | P47898 | HTR5A cell line, luminescence | inhibition, % at 9.3 µM | actives 0.083% (n = 340,000) | AID 504634; in the data active = inhibition mostly above about 23%, no sharp cut-off; inactive = mostly below about 18%;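 also: 0% = cells with DMSO and 100% = no-cell wells with DMSO; some compounds called inactive have numbers as strong as hits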
MOR-DOR inv ag = mu-delta opioid heterodimer inverse agonism | P35372+P41143 | cell-based MOR-DOR heterodimer luminescence | inhibition, % at 9.3 µM | actives 0.21% (n = 340,000) | AID 504357; in the data active = inhibition above about 22%, passing the limit was not always enough;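 also: 0% = cells with DMSO and 100% = wells without cells with DMSO; values of inactives mirror those of a sister screen read the other way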
DSG3 Ab inh = blocks pemphigus antibody binding to human desmoglein-3. binding (percent of control), % at 10 µM. AID 588358. P32926. DSG3-coupled beads, scFv-anti-DSG3-GFP binding, flow cytometry; hits give low values. actives 0.48% (n = 310,000);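 active = binding more than 3 SD below its plate's average and above zero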;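 also: hits lower antibody fragment binding to DSG3; some compounds called inactive have numbers as strong as hits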
DAGLB inhibitor = blocks human DAGLB lipase activity. Q8NCG7. HEK293T DAGLB membrane lysate, EnzChek fluorogenic substrate. inhibition, % at 5.17 µM. actives 0.059% (n = 340,000); in the data active = inhibition above about 34%;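 also: 0% = enzyme with vehicle and 100% = wells lacking enzyme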
Target sequence (Q8NCG7 whole entry, looked up): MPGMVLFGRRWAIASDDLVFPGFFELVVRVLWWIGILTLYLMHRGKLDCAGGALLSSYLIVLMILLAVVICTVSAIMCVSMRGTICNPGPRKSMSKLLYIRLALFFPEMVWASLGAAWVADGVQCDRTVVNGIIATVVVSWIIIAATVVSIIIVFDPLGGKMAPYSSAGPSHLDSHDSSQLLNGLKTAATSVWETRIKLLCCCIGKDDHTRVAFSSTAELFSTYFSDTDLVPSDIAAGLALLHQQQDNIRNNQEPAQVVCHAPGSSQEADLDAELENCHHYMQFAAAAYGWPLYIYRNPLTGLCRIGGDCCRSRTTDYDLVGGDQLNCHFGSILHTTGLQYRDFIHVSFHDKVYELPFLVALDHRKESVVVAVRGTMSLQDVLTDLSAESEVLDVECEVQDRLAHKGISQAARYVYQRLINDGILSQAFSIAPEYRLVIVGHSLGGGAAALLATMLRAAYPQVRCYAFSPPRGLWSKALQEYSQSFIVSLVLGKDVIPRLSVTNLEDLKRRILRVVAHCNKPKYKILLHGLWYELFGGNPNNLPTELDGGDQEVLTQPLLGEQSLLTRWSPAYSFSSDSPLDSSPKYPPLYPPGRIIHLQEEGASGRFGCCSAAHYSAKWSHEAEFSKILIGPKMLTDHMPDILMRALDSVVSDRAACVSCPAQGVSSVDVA
V-ATPase pHluor = regulators of yeast V-ATPase proton transport. S. cerevisiae, pHLuorin cytosolic pH fluorescence. response, % at 10 µM. actives 0.37% (n = 350,000). AID 504577; in the data active = response mostly above about 7.3%, no sharp cut-off; inactive = mostly below about 5.4%; also: actives read high; inactives centre near 0; some compounds called inactive have numbers as strong as hits; reference of the scale not given here
Numbers without * were called inactive; x = not tested or not shown.

mol,MOR-DOR ag,PKA-R2B activ,PKA-R1A act,HTR5A ag,Arr AP2 block,HTR5A inv ag,MOR-DOR inv ag,DSG3 Ab inh,DAGLB inhibitor,V-ATPase pHluor
COC(=O)[C@]1(C)N[C@H](c2ccc(-c3ccc(Cl)c(Cl)c3)cc2)[C@@H]2C(=O)N(C)C(=O)[C@@H]21,-1.4,-10,-9,-1,-3,-6,6,105,3,-1
COc1cc2[nH]c(=O)n(CCC(=O)NCCC(C)C)c(=O)c2cc1OC,-1.8,4,8,-3,2,2,10,107,1,2
COc1ccc(NC(=O)CC2SC(=O)NC2=O)cc1 (configuration not stated),-1.4,-10,2,-5,7,11,9,89,2,2
Cc1ccc(NC(=O)COC(=O)C2CC2)cc1Cl,-4.3,10,-9,-2,-4,-13,16,104,-1,6
O=C(CCCN1C(=O)C(c2ccccc2)Oc2cccnc21)NCCc1ccc(Cl)cc1 (configuration not stated),-1.3,-9,1,-1,-6,2,7,92,-5,-3
CCc1ccccc1-n1ncc(C(=O)Nc2ccc(OC)cc2)c1C,1.1,11,0,-2,11,-9,-6,101,-3,0
O=C(O)c1ccc([N+](=O)[O-])c(CS(=O)(=O)c2ccc(Cl)cc2)c1,0.8,-6,6,3,11,-8,-6,105,-1,-1
COc1ccc(C)cc1NC(=O)CNC(=O)c1sc2ccccc2c1Cl,3.8,-5,-2,0,4,1,-25,106,-3,-2
CCCc1cc(=O)[nH]c(SCC(=O)N2CCC(C(=O)OCC)CC2)n1,-2.3,-17,2,-6,2,1,14,97,3,1
CCOC(=O)CC(=O)CSc1nc(C)nc2c1oc1ccccc12,-0.6,7,6,-2,0,-5,4,104,-8,3
O=C(c1cc(-c2cccc(Br)c2)nc2ccccc12)N1CCCC1,-2.3,-4,-8,-2,-6,-17,13,111,-1,-1
COC(=O)C1=C(C)NC(=O)NC1c1cn(-c2ccccc2)nc1-c1cccs1 (configuration not stated),0.1,-8,-10,-8,13,23,0,104,5,-6
O=C(C1CCCCC1)N1C[C@H](n2cc(C3CC3)nn2)[C@@H](O)C[C@@H]1c1ccc(Cl)cc1,x,-13,-12,x,x,x,x,x,2,2
COc1ccc(C2CC(=O)Oc3c(C(CCN4CCOCC4)c4cc(OC)c(OC)c(OC)c4)c(OC)cc(OC)c32)cc1 (configuration not stated),-1.3,-5,-5,-4,1,8,7,104,3,-4
Cc1cc(-c2nc(C)c(-c3nnc(SCC(=O)Nc4ccccc4)n3C)s2)no1,-2.3,-8,3,-3,6,0,12,103,-2,4
Cc1ccc2c3c([nH]c2c1)C(=O)CC(C)(C)S3,1.0,2,-12,3,-15,-7,-5,102,0,-2
COc1cc(C(=O)N[C@@H](Cc2c[nH]c3ccccc23)C(=O)O)cc(OC)c1OC,3.0,3,4,4,-6,-12,-24,99,1,-2
CCN1CCN(Cc2nc3c(c(=O)n(C)c(=O)n3C)n2CCc2ccccc2)CC1,-2.4,5,-1,-3,6,8,14,99,0,3
CCCc1nn(C)c2c1C(c1cccnc1)C(C#N)=C(N)O2 (configuration not stated),-1.2,-6,-3,0,4,-11,7,x,-2,1
COc1ccc(CN2CCCC(C(=O)c3cccc(OC(C)C)c3)C2)cc1Cn1cccn1 (configuration not stated),1.8,9,1,5,30,-16,-9,91,-2,-2

Taken from above:
CCN1CCN(Cc2nc3c(c(=O)n(C)c(=O)n3C)n2CCc2ccccc2)CC1 in HTR5A ag has -3
CCCc1cc(=O)[nH]c(SCC(=O)N2CCC(C(=O)OCC)CC2)n1 in V-ATPase pHluor has 1

Next section
mol,MOR-DOR ag,PKA-R2B activ,PKA-R1A act,HTR5A ag,Arr AP2 block,HTR5A inv ag,MOR-DOR inv ag,DSG3 Ab inh,DAGLB inhibitor,V-ATPase pHluor
CCOC(=O)C1=C(COC(=O)c2ccc3ccccc3c2O)NC(=O)NC1C (configuration not stated),4.8,-2,-19,11,2,-32,-20,113,-3,1
CCOC(=O)CN=C/C(C(C)=O)=C(/C)O,-3.2,6,-5,3,31,-8,15,108,0,2
Cc1ccc(CN2C(=O)c3ccccc3NC2c2cc(Br)ccc2O)cc1 (configuration not stated),5.8,2,-4,2,-13,-8,-26,102,-3,2
CC[N+]1(C)CCC(O)(c2ccc(OC)cc2)C(C(=O)c2ccc(OC)cc2)C1 (configuration not stated),1.5,3,-11,-2,16,9,-7,x,1,1
CCS(=O)(=O)N1CCCC(C(=O)NCCCN2CCCC2=O)C1 (configuration not stated),-1.9,-17,8,1,-4,15,11,102,0,-1
COC(=O)c1c(C)oc2ccc(NS(=O)(=O)c3cccs3)cc12,2.6,10,-12,1,-4,-2,-11,99,-1,2
CCOC(=O)C1CCCN(C(=O)c2ccc([N+](=O)[O-])cc2)C1 (configuration not stated),-0.7,13,-6,0,9,-4,3,x,-2,3
COc1ccccc1-c1cc(-c2ccc(O)cc2)nc(N)c1C#N,-1.6,-6,1,-3,4,12,8,103,1,5
Cn1cnc([N+](=O)[O-])c1Nc1cccc(O)c1,-0.1,6,16,-1,17,-33,1,109,-3,1
CC1CC(=O)Nc2ccccc2N1C(=O)CN1CCN(C=O)CC1 (configuration not stated),-4.1,11,1,-1,3,16,21,84,1,2
CC(=O)O/N=C/c1c(Cl)n(C)c2ccccc12,-1.9,5,-13,3,35,-14,10,99,-3,3
Cc1ccc(-n2ccnc(SCC(=O)NCCc3ccccc3)c2=O)cc1F,-4.4,-4,-6,-4,0,11,23,105,-5,-1
O=C(/C=C/c1ccc(O)c(O)c1)c1ccccc1O,2.8,-7,-3,-2,-44,5,-15,97,16,4
N=c1n(Cc2ccccc2)c2ccccc2n1Cc1ccccc1,-2.9,-10,-17,2,2,-17,16,110,0,-2
O=C(CS(=O)(=O)Cc1ccccc1)N1CCN(c2cccc(C(F)(F)F)c2)CC1,0.7,-12,-3,10,-1,-25,-4,x,4,4
O=C(Nc1ccc(Oc2cccnc2)cc1)C1CCN(Cc2cccc(Cl)c2)CC1,-1.1,-11,-10,-1,2,2,5,x,-2,-3
O=C(Nc1nnc(CCN2CCCCC2)s1)c1cccc(Cl)c1,-2.5,11,-1,2,43,-5,12,x,0,0
CCOc1ccc2[nH]cc(C(=O)N3CCN(CC)CC3)c(=O)c2c1,0.8,9,-1,7,15,-21,-5,100,0,2
Cc1ccc(-c2noc(CCC(N)=O)n2)cc1,-3.8,-5,-7,-3,-2,-39,19,101,2,6
O=C(Nc1ccc(C2=NCCN2)cc1)c1ccc(C(=O)Nc2ccc(C3=NCCN3)cc2)c([N+](=O)[O-])c1,-2.7,-5,-8,-2,36,9,14,102,-3,x
COc1cc2c(cc1OC)-c1cc(OCCN3CCOCC3)nc(=O)n1CC2,0.7,0,3,2,4,-13,-5,x,-2,7
Cn1c(=O)c([N+](=O)[O-])c(N2CCN(Cc3ccc4c(c3)OCO4)CC2)c2ccccc21,-3.4,-4,-7,0,-9,-11,17,113,-5,-5
C=CCN1N=C(/C=C/c2ccccc2)CCC1=O,-1.1,1,-5,4,23,-13,6,104,-2,-1
CN(c1ccccc1)S(=O)(=O)c1ccc(NC(=O)c2ccccc2C(=O)O)cc1,-2.1,-9,-2,0,-4,-36,11,107,-1,-1
COc1cc2c(cc1OC)-c1nc3ccccc3c(=O)n1C(C)(C)C2,-0.5,-1,-1,-3,17,12,3,104,-1,-1
Fc1ccc(CSc2nncn2NCc2ccc3c(c2)OCO3)cc1,0.6,8,6,2,1,-10,-3,101,-2,3
Cc1nnc(SCC(=O)NC23CC4CC(CC(C4)C2)C3)n(N)c1=O,-2.2,-7,-5,-3,-8,3,11,102,2,3
CC(=O)c1c(C)nc2cc(Cl)ccc2c1N,-0.7,-1,0,0,17,-5,3,98,0,6
Cc1cccc(Cn2c(SCCO)nc3c2c(=O)n(C)c(=O)n3C)c1,-0.4,2,-5,-3,-6,8,2,99,2,-1
S=C(c1ccc2c(c1)OCO2)N1CCN(c2cccc(Cl)c2)CC1,-3.2,3,-4,1,0,-4,15,97,-10,1
O=C(c1ccccc1)c1ccc(Cn2cc(-c3ccccc3)nn2)cc1,-0.1,-6,-8,12,-3,-34,0,103,-7,-3
Cc1ncc(CN2CCC(C(=O)Nc3cccc(-c4cscn4)c3)CC2)cn1,3.3,-2,-1,5,8,-14,-13,116,3,5
Cc1onc(-c2ccccc2)c1C(=O)NNC(=S)NC(=O)c1ccc(Cl)cc1Cl,-1.0,-2,4,-4,35,5,7,88,5,-1
S=c1[nH]nc(COc2ccccc2)n1/N=C/C=C/c1ccccc1,-0.9,3,-10,2,-18,-6,5,102,3,0
COc1ccc(CCNC(=O)COC(=O)CCC(=O)c2ccc(F)cc2)cc1OC,0.4,-1,4,1,10,-4,-2,99,2,0
Cc1ccc(Nc2nnc(SC(C)C(=O)NCC3CCCO3)s2)cc1C (configuration not stated),-3.1,-6,1,2,-11,-13,17,103,3,2
Fc1ccc(N=Cc2ccc[nH]2)cc1,-0.4,-5,8,10,7,-12,2,93,-3,-2
